From PubChem BioAssay
HIF activator: HIF pathway transcriptional activation | AID 1910 | 300,000 tested, 0.32% active | activation, % at 7.5 µM (by protocol) | U2OS HRE-luciferase reporter, luminescence; normalized: DMSO 0%, desferrioxamine 100%;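 active means mean activation of at least 10% of the iron chelator positive control signal, with at least half of replicates also reaching 10%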
TRPC6 activator: activators of mouse TRPC6 channel; B-score at 10 µM; Q61143; HEK293-TRPC6 membrane potential dye fluorescence; stronger effect = higher value; 310,000 tested, 0.13% active; AID 2550;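 active means B-score of the integrated fluorescence ratio above library mean plus 3 SD, and starting fluorescence ratio within library mean plus 5 SD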;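 further: higher score means more depolarization so channel activation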
Target sequence (Q61143 whole entry, looked up): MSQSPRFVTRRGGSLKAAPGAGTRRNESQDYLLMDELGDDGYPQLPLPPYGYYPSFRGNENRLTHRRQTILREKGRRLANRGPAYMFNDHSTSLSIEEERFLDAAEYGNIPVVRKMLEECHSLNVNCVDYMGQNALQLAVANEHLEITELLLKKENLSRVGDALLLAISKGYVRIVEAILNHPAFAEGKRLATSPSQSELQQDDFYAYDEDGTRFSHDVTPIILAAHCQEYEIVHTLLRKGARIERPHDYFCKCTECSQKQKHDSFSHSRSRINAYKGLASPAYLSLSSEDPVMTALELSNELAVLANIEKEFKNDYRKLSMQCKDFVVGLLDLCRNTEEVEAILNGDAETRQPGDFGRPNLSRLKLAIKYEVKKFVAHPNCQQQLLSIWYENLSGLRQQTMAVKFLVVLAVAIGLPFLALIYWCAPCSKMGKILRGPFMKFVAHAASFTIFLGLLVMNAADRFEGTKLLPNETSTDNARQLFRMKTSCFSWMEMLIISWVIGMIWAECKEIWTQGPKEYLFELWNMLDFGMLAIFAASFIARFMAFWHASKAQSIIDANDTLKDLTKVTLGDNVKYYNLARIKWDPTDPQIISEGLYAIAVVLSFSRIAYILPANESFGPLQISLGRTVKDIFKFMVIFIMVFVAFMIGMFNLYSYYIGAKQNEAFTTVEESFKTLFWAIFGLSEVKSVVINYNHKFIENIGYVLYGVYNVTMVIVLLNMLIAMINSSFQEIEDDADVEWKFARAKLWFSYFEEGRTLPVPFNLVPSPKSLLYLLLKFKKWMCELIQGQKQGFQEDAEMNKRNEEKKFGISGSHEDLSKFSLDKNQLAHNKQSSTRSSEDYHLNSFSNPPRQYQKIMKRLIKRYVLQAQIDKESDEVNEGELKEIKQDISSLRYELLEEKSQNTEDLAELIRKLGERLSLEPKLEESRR
MrgX1 ag: agonists of human MrgX1 receptor. MrgX1-HEK293 cells, Fluo-4 calcium fluorescence, agonist mode; stronger effect = higher value. B-score at 10 µM. 310,000 tested, 0.44% active. AID 588627;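 active means calcium response B-score plate-corrected fluorescence ratio at least 3 library SD, with starting fluorescence B-score inside 5 SD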
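System – MrgX1-expressing HEK293 cells · Incubation – cells plated overnight, dye loaded 0.5 h 37 °C, 0.5 h room temperature · Technique – kinetic Fluo-4 NW fluorescence of intracellular calcium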
MrgX1 PAM: human MrgX1 positive allosteric modulation, primary screen; MrgX1-HEK293, Fluo-4 calcium flux, FDSS; stronger effect = higher value; B-score at 10 µM; Q96LB2; 310,000 tested, 0.63% active; AID 588675;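 active means plate-corrected calcium response at least 3 library SD above typical, normal starting fluorescence, not activating the receptor alone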;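 further: compound read alongside a low EC10 to EC30 dose of BAM8-22 agonist; peak minus trough fluorescence over baseline measured at the second addition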
RGS4 block: inhibitors of human RGS4; P49798; HEK293 M3R/RGS4 inducible, Fluo-4 calcium flux; stronger effect = higher value; triggered by carbachol at its EC20; B-score at 10 µM; 310,000 tested, 0.45% active;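 active means B-score, a plate-corrected calcium signal, over three deviations above library mean, with baseline fluorescence within five deviations of library mean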;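 further: RGS4 expression induced by doxycycline in cells with stable M3 receptor; B-score is computed from the integrated fluorescence ratio over baseline after carbachol; higher B-score means a larger calcium signal and so more RGS4 inhibition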
TRPC4 block: blocks the mouse TRPC4 cation channel. Q9QUQ5. HEK293 TRPC4beta/mu-opioid, DAMGO-evoked Fluo4 calcium flux; stronger effect = lower value. B-score at 10 µM. 300,000 tested, 0.39% active. AID 2247;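 active means B-score over 3 SD under the library average, no early fluorescence shift, positive overall ratio signal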
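Material: HEK293 cells with stable TRPC4beta plus mu-opioid receptor expression / Probe or stimulus: DAMGO in two steps, submaximal then maximal / Compound: single concentration per test compound / Technique: kinetic Fluo4 fluorescence imaging of calcium influx / Read-out: per-well B score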
SKKanGAS inh: inhibitors of SKKanGAS S. pyogenes growth in kanamycin (SK-promoter or general growth effect); inhibition, % at 7.5 µM; 300,000 tested, 1.3% active; BacTiter-Glo, 6 h;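 active means mean replicate score, as percent of positive control median, at least 50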;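 further: strain carries kanamycin resistance gene driven by streptokinase promoter and grows in 40 µg/ml kanamycin; loss of luminescence reflects streptokinase promoter inhibition or plain growth inhibition; 0% = median of DMSO wells and 100% = positive control at its reference dose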
MrgX1 antagonist: blocks BAM8-22 activation of human MrgX1 receptor; Q96LB2; MRGX1-HEK293 calcium flux, Fluo-4, BAM8-22 antagonism; stronger effect = lower value; B-score at 10 µM; 310,000 tested, 1.3% active;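 active means calcium-response B-score plate-corrected more than 3 library SD below zero, starting fluorescence within 5 deviations, no agonist response on first addition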;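 further: peak minus trough fluorescence over baseline after final BAM8-22 challenge near maximal dose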
TRPC6 inh: blocks the mouse TRPC6 cation channel | 310,000 tested, 1.1% active | HEK293-TRPC6, membrane potential dye, ACh-evoked depolarization; stronger effect = lower value | Q61143 | B-score at 10 µM | AID 2553;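 active means B-score under library mean minus 3 SD, initial fluorescence not abnormally high, positive integrated signal ratio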;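 further: B-score derived from integrated fluorescence ratio over the kinetic read; more negative B-score means stronger inhibition of depolarization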
Platelet DG rel: modulates dense granule release in human platelets; human platelet-rich plasma, SFLLRN dense granule ATP release, luminescence; inhibition, %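 (compounds screened at 7.5 µM in platelet-rich plasma)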; 300,000 tested, 0.22% active;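 active means mean replicate score, as percent of positive control, at or above 50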
RGS4 pot: RGS4 potentiation or activation; 310,000 tested, 0.92% active; HEK293 M3R/inducible RGS4, carbachol calcium flux Fluo4; stronger effect = lower value; B-score at 10 µM;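 active means B-score of the integrated calcium signal more than 4 SD below the library mean, with starting fluorescence not abnormally high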;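 further: negative B-score means reduced calcium response which marks RGS4 activation or potentiation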
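System – HEK293 FlpIn-TREx cells, stable M3R, doxycycline-inducible RGS4 · Reagent – ECmax carbachol challenge · Times – compound preincubation 20 min at room temperature before agonist · Technique – Fluo4 fluorescence kinetic imaging of calcium · Measure – B score of integrated Fluo4 ratio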
The depositor's hits bear a star; i = inactive; . = no result given.

SMILES	HIF activator	TRPC6 activator	MrgX1 ag	MrgX1 PAM	RGS4 block	TRPC4 block	SKKanGAS inh	MrgX1 antagonist	TRPC6 inh	Platelet DG rel	RGS4 pot
CCCNC(=S)N1CC2(C)CN(C(=O)C(=O)OCC)CC(C)(C1)C2=O	-0.4	i	i	i	i	i	-16	i	i	12	i
COc1ccc(-c2nnc3ccc(SCC(=O)Nc4nc5ccc(C)cc5s4)nn23)cc1OC	-0.7	i	i	i	i	i	6	i	i	31	i
O=C(CN(C(=O)Cn1nnc(-c2ccc(F)cc2)n1)c1cnc2ccccc2c1)NCC1CCCO1 (stereo not drawn)	0.1	i	i	i	i	i	0	i	i	0	i
Cn1c(=O)c(=O)n(C)c2cc(S(=O)(=O)N3CCN(c4ccccc4F)CC3)ccc21	-0.3	i	i	i	i	i	-8	i	i	-4	i
CCCn1c(=O)c2c(nc3n2CCS3)n(C)c1=O	-1.0	i	i	i	i	i	-12	i	i	1	i
CC1CCN(c2cc(N3CCN(C(=O)c4ccc(F)c(F)c4)CC3)c([N+](=O)[O-])cc2F)CC1	-0.2	i	i	i	i	i	17	i	i	-2	i
Nc1cccc(-c2nc3ncccc3o2)c1	1.9	i	i	i	i	i	3	i	i	2	i
Cc1ccc(NC(=O)CN2CCCC2)c2c1CC(C)(C)O2	0.8	i	i	i	i	i	-3	i	i	7	i
O=C(NCCc1ccccc1)C(=O)NCCC1CCCCN1S(=O)(=O)c1cccs1 (stereo not drawn)	-0.2	i	i	i	i	i	-6	i	i	17	i
N#CCOc1nc(N2CCOCC2)nc(N2CCOCC2)n1	-0.1	i	i	i	i	i	0	i	i	-1	i
CC1=NNC(=O)C1CC(=O)N/N=C/c1cccs1 (stereo not drawn)	-0.6	i	i	i	i	i	6	i	i	-12	i
COc1ccc(-c2noc(C3CCCN(S(=O)(=O)c4ccc(C)c(Cl)c4)C3)n2)cc1OC (stereo not drawn)	-0.2	i	i	i	i	i	14	i	i	25	i
Cc1ccc(NC(=O)CCS(=O)(=O)c2ccc3c(c2)NC(=O)C(C)S3)nc1 (stereo not drawn)	0.4	i	i	i	i	i	-3	i	i	-1	i
O=C(NCc1nnc(SCC(=O)N2CCCC2)o1)c1ccc(F)cc1	-0.6	i	i	i	i	i	-22	i	i	-3	i
CCOC(=O)Cn1cc(/C=C/[N+](=O)[O-])c2ccccc21	0.6	i	33*	i	17*	i	-9	i	i	-1	i
CCS(=O)(=O)c1nc(S(=O)(=O)c2ccc(C)cc2)c(N2CCC(C)CC2)s1	-0.6	i	i	i	i	i	16	i	i	-13	i
CCOc1cc(/C=C/c2cccc[n+]2C)ccc1OCC(=O)Nc1ccc(C)cc1	-0.2	i	i	i	i	i	6	i	i	-1	i
Cc1ccccc1-c1nc(CS(=O)(=O)CC(=O)NCCCN2CCCC2)c(C)o1	-0.1	i	i	i	i	i	-1	i	i	-1	i
O=C(c1ccccc1)N1CCN(C2c3cccc4cccc(c34)C2NS(=O)(=O)c2ccccc2)CC1 (stereo not drawn)	-0.7	i	i	i	i	i	23	i	i	3	i
CC(C)CC(=O)Nc1ccc(OCC(=O)O)cc1	-0.2	i	i	i	i	i	6	i	i	4	i
Clc1ccc(-c2csc3ncnc(NCCN4CCOCC4)c23)cc1	0.2	i	i	i	i	-5*	-7	i	i	-6	i
O=C(NNC(=S)Nc1ccc(Cl)c(Cl)c1)c1ccccn1	60*	i	i	i	i	i	102*	i	i	7	i
Cc1ccc(NC(=O)CCN2C(=O)c3cccc4cccc(c34)C2=O)cc1	-0.1	i	i	i	i	i	8	i	i	3	i
CCCn1cc(S(=O)(=O)c2ccc(OC)cc2)c(=O)c2cc(OC)ccc21	-0.6	i	i	i	i	i	4	i	i	-15	i
CCCc1cc(C(=O)N(C)CC(=O)Nc2ccc(OCC)c(OCC)c2)sc1C	-0.1	i	i	i	i	i	-5	i	i	-2	i
CN(C)C(=S)Nc1ccc2ccccc2c1	2.0	i	i	i	i	i	-16	i	i	1	i
Cc1ccc(CNC(=O)CSc2nc(C)cc(C)c2C#N)cc1	0.4	i	i	i	i	i	4	i	i	-10	i
CN(C)CCCOc1nc2c(c(=O)n(C)c(=O)n2C)n1C	-1.6	i	i	i	i	i	-1	i	i	-1	i
COCC(=O)N1CCC(Oc2ccc(C(=O)NC3CCOC(C)(C)C3)cc2)CC1 (stereo not drawn)	-0.1	i	i	i	i	i	11	i	i	8	i
O=S(=O)(NCc1ccc(C(F)(F)F)cc1)c1ccc(-n2cnnn2)cc1	-0.6	i	i	i	i	i	-5	i	i	-4	i
CCOC(=O)c1ccc(NC(=O)NCc2c(C)nn(CC)c2C)cc1	0.0	i	i	i	i	i	-2	i	i	1	i
CCCCNC(=O)c1ccc(CS(=O)(=O)c2ccccc2OC)o1	-9.7	i	i	i	i	i	-2	i	i	-5	i
COc1cc(C(=O)Nc2nc(OC)c(-c3ccccc3)c(OC)n2)cc(OC)c1OC	-0.6	i	i	i	i	i	-7	i	i	5	i
CCn1c(SCC(=O)NCC2CCCO2)nc2c([nH]c3ccccc32)c1=O (stereo not drawn)	0.0	i	i	i	i	i	-1	i	i	-9	i
CCCCC1CCC(C(=O)NCC(c2ccco2)N2CCOCC2)CC1 (stereo not drawn)	0.7	i	i	i	i	i	-1	i	i	-1	i
O=C(COc1ccccc1Br)NCc1ccco1	1.1	i	i	i	i	i	-1	i	i	0	i
O=C1c2ccccc2C(=O)c2[nH]c(=O)[nH]c21	1.4	i	i	i	i	i	62*	i	i	-1	i
CCN(CC)CCN(C(=O)c1cccc([N+](=O)[O-])c1)c1nc2ccc(OC)cc2s1	-0.1	i	i	i	i	i	7	i	i	5	i
CSc1ncccc1C(=O)N1CCN(C(=O)c2ccccc2)CC1	1.9	i	i	i	i	i	3	i	i	23	i
CCCCCOC(=O)C1=C(C)NC(=O)NC1c1ccc(N(C)C)cc1 (stereo not drawn)	-1.7	i	i	i	i	i	-1	i	i	4	i

Overlap with the part before: 3 compounds, followed by the next part.
SMILES	HIF activator	TRPC6 activator	MrgX1 ag	MrgX1 PAM	RGS4 block	TRPC4 block	SKKanGAS inh	MrgX1 antagonist	TRPC6 inh	Platelet DG rel	RGS4 pot
CCN(CC)CCN(C(=O)c1cccc([N+](=O)[O-])c1)c1nc2ccc(OC)cc2s1	-0.1	i	i	i	i	i	7	i	i	5	i
CSc1ncccc1C(=O)N1CCN(C(=O)c2ccccc2)CC1	1.9	i	i	i	i	i	3	i	i	23	i
CCCCCOC(=O)C1=C(C)NC(=O)NC1c1ccc(N(C)C)cc1 (stereo not drawn)	-1.7	i	i	i	i	i	-1	i	i	4	i
COC(=O)/C=C1/S/C(=N/NC(=O)c2ccc(Cl)cc2Cl)NC1=O	-0.4	i	i	i	i	i	1	i	i	3	i
CCCn1c(C(O)c2ccc(C)cc2)nc2ccccc21 (stereo not drawn)	-0.9	i	i	i	i	i	9	i	i	2	i
CCC(C(=O)NC(C)(C)C)N(Cc1ccccc1Cl)C(=O)c1snc(C(N)=O)c1N (stereo not drawn)	-9.1	i	i	i	i	i	0	i	i	-5	i
CCOC(=O)c1nc(S(C)(=O)=O)ncc1N1CCOCC1	-0.1	i	i	i	i	i	-2	i	i	-2	i
O=C(CNC(=O)c1ccccc1)OCC(=O)c1cccs1	-0.1	i	i	i	i	i	1	i	i	-3	i
Cc1ccc(NC(=O)CSc2nnc(CNC(=O)c3ccco3)n2C)cc1	-0.7	i	i	i	i	i	-4	i	i	-4	i
COc1cc(C)c(C(C)C)cc1S(=O)(=O)N1CCOCC1	-3.9	i	i	i	i	i	2	i	i	1	-8.8*
COc1ccc(C(=O)NCCc2nnc3ccc(SCC(=O)NCc4ccccc4)nn23)cc1	0.2	i	i	i	i	i	0	i	i	-2	i
Cc1ccc(Cn2c(C(C)Nc3nc(-c4ccc(F)cc4)cs3)nc3cc(C(F)(F)F)ccc32)cc1 (stereo not drawn)	-0.4	i	i	i	i	i	29	i	i	-1	i
CCOC(=O)C1CCCN(C(=O)CCc2nnc(-c3ccc(C(C)=O)s3)o2)C1 (stereo not drawn)	4.1	i	i	i	i	i	-13	i	i	8	i
CCOC(=O)N1CCN(C(=O)CN(c2ccc(C)cc2)S(=O)(=O)c2c(C)noc2C)CC1	-1.0	i	i	i	i	i	-2	i	i	2	i
CCN(CC(=O)N1CCN(Cc2ccccc2)CC1)S(=O)(=O)c1ccccc1	0.9	i	i	i	i	i	-6	i	i	8	i
OCC[C@@H]1C[C@@H](O)[C@H](O)[C@@]2(Cc3ccccc3CCO2)O1	-2.8	i	i	i	i	i	6	i	i	10	i
Nc1oc2ccccc2c1C(=O)Cc1ccccc1O[C@@H]1O[C@H](CO)[C@@H](O)[C@H](O)[C@H]1O	-0.1	i	i	i	i	i	-2	i	i	-5	i
CC(=O)C1=C(O)C(=O)OC1c1ccc(C)cc1 (stereo not drawn)	-1.1	i	i	i	i	i	-5	i	i	1	i
CCN(CC)CCN1C(=O)C(O)=C(C(=O)c2cc3cccc(OC)c3o2)C1c1ccc(F)cc1 (stereo not drawn)	0.0	i	i	i	i	i	-3	i	i	1	i
O=C(NCCN1CCCCC1)Nc1ccc(F)cc1	0.5	i	i	i	i	i	1	i	i	0	i
O=C(CSC1=NS(=O)(=O)c2ccccc2N1)Nc1ccccc1F	-0.1	i	i	i	i	i	23	i	i	-3	i
C/C(=N\NC(=O)c1cc(O)cc(O)c1)c1ccc(NC(=O)Cc2ccccc2)cc1	1.8	i	i	i	i	i	-1	i	i	-4	i
Cc1ccc(C(=O)Nc2cccc(NC(=O)c3ccc(C)o3)n2)o1	0.6	i	i	i	i	i	-3	i	i	-1	i
C=CCN1C(=O)/C(=C2/Sc3ccc(OC)cc3N2C)SC1=Nc1ccc(OC)cc1	1.5	i	i	i	i	i	-9	i	i	0	i
O=C(c1cc(-c2cccc(O)c2)on1)N1CCOCC1	0.4	i	i	i	i	i	-2	i	i	14	i
O=C1c2cccnc2C(=O)N1Cc1ccc(F)cc1S(=O)(=O)NCc1ccco1	.	i	i	i	i	i	1	i	i	-6	i
